# Screening data (PubChem)
# HP1b chromo inh = HTS for Inhibitors of HP1-beta Chromodomain Interactions with Methylated Histone Tails; Chromobox protein homolog 1 (Homo sapiens), P83916; AlphaScreen HP1-beta / biotin-H3K9me3 peptide binding; Potency, µM (titrated, usually from 114 µM), for inactives: at the highest dose activity change, negative = inhibition, hits mostly inhibitors; 390,000 tested, 0.56% active; AID 540317, 2011; also: potency is read from the fitted curve at half-maximal effect; nearly all actives have a fitted effect of over 70% in size; inactives centre near 23
#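 Compound inhibition of the preformed complex between 50 nM HP1-beta and 50 nM biotinylated H3K9me3 peptide was read by AlphaScreen. Buffer was PBS pH 7.4 with 0.01% Tween-20. Incubations ran 30 min at room temperature, with 10 ug/mL donor/acceptor beads.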
# RGS4 inhibitor = Inhibitors of Regulator of G Protein Signaling (RGS) 4: qHTS; Regulator of G-protein signaling 4 (Homo sapiens), P49798; Transcreener GDP fluorescence polarization, RGS4-accelerated GTP hydrolysis; Potency, µM (top dose mostly 114 µM), for the others: top-dose activity change, negative = inhibition, actives largely listed as inhibitors; 390,000 tested, 0.039% active; also: potency is read from the fitted curve at half-maximal effect; % is scaled to controls: 0 for no effect and ±100 for the full control effect; nearly all actives have a fitted effect of over 75% in size; some results filed as inactive show a strong effect at the top dose
# Target sequence (P49798 whole entry, looked up): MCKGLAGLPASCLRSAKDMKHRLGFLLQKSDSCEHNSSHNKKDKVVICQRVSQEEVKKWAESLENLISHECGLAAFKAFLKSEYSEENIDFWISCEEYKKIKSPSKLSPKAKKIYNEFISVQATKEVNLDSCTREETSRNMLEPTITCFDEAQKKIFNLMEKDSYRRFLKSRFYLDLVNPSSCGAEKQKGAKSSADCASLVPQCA
#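 MLSMR compounds (23 nl, pin-transferred) preincubated 10 min at room temperature with a 500nM (2x) first reagent, then RGS4 at 900nM (2x) plus Transcreener GDP mix added; fluorescence polarization (620/688 nm) read before and after 90 min at 30 °C.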
# PI4K2A inh = qHTS for small molecular inhibitors of PI4K2A. Phosphatidylinositol 4-kinase type 2-alpha (Homo sapiens), Q9BTU6. purified PI4K2A, ADP-Glo luminescence, 1 h; active compounds read low. activity change, negative = inhibition, % at 76.9 µM. 420,000 tested, 0.13% active; in the data active = activity change below about -50%; inconclusive = mostly about -30% to -49%;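 also: -100% = wells without enzyme as full effect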
#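 In this quantitative HTS, ADP production by PI4K2A was quantified luminescently after 1 h at ambient temperature; 100 microM adenosine served as plate-quality control.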
# JMJD2A Tudor inh = qHTS Assay for Inhibitors of JMJD2A-Tudor Domain; Lysine-specific demethylase 4A (Homo sapiens), O75164; AlphaScreen JMJD2A-Tudor / H3K4me3 peptide binding; Potency, µM (series often up to 114 µM), without a hit: top-dose activity change, negative = inhibition, actives largely listed as inhibitors; 390,000 tested, 4.4% active; AID 504339, 2011; also: potency is read from the fitted curve at half-maximal effect; % is scaled to controls: 0 for no effect and ±100 for the full control effect; nearly all actives have a fitted effect of over 50% in size
# BAZ2B inh = qHTS Assay for Inhibitors of BAZ2B; AID 504333, 2011; AlphaScreen BAZ2B-H3K14Ac peptide displacement; Bromodomain adjacent to zinc finger domain protein 2B (Homo sapiens), Q9UIF8; 360,000 tested, 4.4% active; Potency, µM (series often up to 114 µM), for inactives: at the highest dose activity change, negative = inhibition, most hits filed as inhibitors; also: potency is read from the fitted curve at half-maximal effect; % is scaled to controls: 0 for no effect and ±100 for the full control effect; nearly all actives have a fitted effect of over 60% in size
#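 Complex of BAZ2B and biotin-H3K14Ac (50 nM apiece) forms over 30 min at RT, then faces library compounds up to 110 uM for another 30 min; AlphaScreen beads added, 20 min dark incubation, luminescence read.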
# G9a block = qHTS Assay for Inhibitors of Histone Lysine Methyltransferase G9a. G9a H3K9 monomethylation, AlphaScreen, 2 h. Potency, µM (top dose mostly 102 µM), without a hit: at the highest dose activity, negative = inhibition, usual class: inhibitors. 350,000 tested, 8.8% active. AID 504332, 2011; also: potency is read from the fitted curve at half-maximal effect; % is scaled to controls: 0 for no effect and ±100 for the full control effect; nearly all actives have a fitted effect of over 75% in size
# Target sequence (Q96KQ7 913-1193 limits assumed): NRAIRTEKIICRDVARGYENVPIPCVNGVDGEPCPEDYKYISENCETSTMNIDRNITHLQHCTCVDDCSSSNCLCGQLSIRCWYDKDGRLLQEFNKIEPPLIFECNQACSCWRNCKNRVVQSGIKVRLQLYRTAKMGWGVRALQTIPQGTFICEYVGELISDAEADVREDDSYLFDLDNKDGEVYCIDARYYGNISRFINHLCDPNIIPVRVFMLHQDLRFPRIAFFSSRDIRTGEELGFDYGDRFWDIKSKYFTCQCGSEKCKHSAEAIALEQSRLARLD
#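 Using a bead-based AlphaScreen, monomethylated H3K9 product from 2 h room-temperature reactions (G9a 20 nM, peptide 500 nM, SAM 20 uM) was detected with 0.5 ug/mL rabbit anti-H3K9me1 antibody.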
# GLS inhibitor = qHTS for Inhibitors of Glutaminase (GLS) | GLS enzymatic activity, qHTS titration | Potency, µM (doses to about 45.5 µM), for inactives: top-dose activity change, negative = inhibition, usual class: inhibitors | 410,000 tested, 0.21% active | AID 624170, 2012; also: potency is read from the fitted curve at half-maximal effect; % is scaled to controls: 0 for no effect and ±100 for the full control effect
#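 Coupled fluorescence readout: glutamate oxidase/HRP/Amplex Red detect glutamate formed by hKGA from L-glutamine (1 mM solution added). Buffer 45 mM KH2PO4 pH 8.2, 0.02% Tween-20; reads at t0 and 30 min RT.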
# ALOX12 inh = Primary qHTS assay for inhibitors of human arachidonate 12S-lipoxygenase (ALOX12): Round 2; 580,000 tested, 1.1% active; purified 12hLO, xylenol orange hydroperoxide absorbance; Potency, µM (highest dose often 108 µM), without a hit: top-dose activity change, negative = inhibition, usual class: inhibitors; AID 1671190, 2021; Polyunsaturated fatty acid lipoxygenase ALOX12 (Homo sapiens), P18054; also: potency is read from the fitted curve at half-maximal effect; % is scaled to controls: 0 for no effect and ±100 for the full control effect
#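 Purified human 12hLO at 150 nM in 25 mM Hepes, 0.01% Triton X-100, pH 7.0, preincubated 15 min at room temperature with compound. Reaction started with 40 uM arachidonic acid, 30 min at room temperature. Hydroperoxide measured by Fe-xylenol orange, 573/405 nm absorbance ratio.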
# ERG Ets-DNA blk = qHTS for Small Molecule Inhibitors of the ERG Ets/DNA interaction; 370,000 tested, 0.028% active; Transcriptional regulator ERG (Homo sapiens), P11308; Potency, µM (doses to about 76.9 µM), for inactives: at the highest dose FP activity, negative = inhibition, usual class: inhibitors; AID 624246, 2012; fluorescence polarization, His-ERG Ets domain / labelled DNA; active = well fitted inhibition curve with a large enough effect in the polarisation, with a control signal flat; inconclusive = small, poorly fitted or top-dose-only effect, or effect the other way, or a change in a side signal; inactive = no such curve, though single readings can be large or run the other way; the % refers to the polarisation;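 also: polarization taken with two DNA probes labelled with fluorescein and Texas red; potency is read from the fitted curve at half-maximal effect; % of control where 0% means no effect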
# Target sequence (P11308 whole entry, looked up, the tested form may be a part): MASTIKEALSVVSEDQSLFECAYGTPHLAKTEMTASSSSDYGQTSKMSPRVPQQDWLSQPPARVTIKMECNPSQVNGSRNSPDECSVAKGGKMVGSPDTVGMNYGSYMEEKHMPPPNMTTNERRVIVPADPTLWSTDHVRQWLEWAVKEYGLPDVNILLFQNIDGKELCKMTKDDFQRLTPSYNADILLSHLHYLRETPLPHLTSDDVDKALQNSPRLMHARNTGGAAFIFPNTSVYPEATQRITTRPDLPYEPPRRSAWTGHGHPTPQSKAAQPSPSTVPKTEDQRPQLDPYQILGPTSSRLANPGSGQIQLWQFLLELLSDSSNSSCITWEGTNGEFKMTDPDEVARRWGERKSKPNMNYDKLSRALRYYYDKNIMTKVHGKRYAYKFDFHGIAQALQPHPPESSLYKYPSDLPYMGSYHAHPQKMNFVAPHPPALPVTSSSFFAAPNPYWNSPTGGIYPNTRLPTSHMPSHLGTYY
#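 His-tagged ERG Ets domain (1 uM in the protein solution; 300mM KCl, 50mM Tris-HCl, 1mM EDTA, 1mM DTT, pH 7.5) received compound, then a probe mix of 5 nM fluorescein-DNA and 100nM Texas-615-DNA. Fluorescence polarization was read for both dyes.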
# Active calls of the source: *; ? = inconclusive; . = no result given; & = joins results of further samples; ! = not confirmed by another sample; [ ] = another dose, or the depositor's remark. Unless noted, calls follow the shape of the dose curve; as a rule, active = well fitted curve in the direction sought with a large enough effect; inconclusive = small, poorly fitted or top-dose-only effect, or another doubt; inactive = no such curve, though single readings can be large; an effect the other way counts as inactive or inconclusive.
structure	GLS inhibitor	JMJD2A Tudor inh	PI4K2A inh	ALOX12 inh	BAZ2B inh	G9a block	RGS4 inhibitor	ERG Ets-DNA blk	HP1b chromo inh
CCOC(=O)C1CCN(c2ncnc3c2nnn3Cc2ccccc2Cl)CC1	-5%	25%	-1	0%	5%	127%[activator]	7%	2%	48%[activator]
Cn1c(C=O)c(-c2ccc3cc[nH]c3c2)c2ccccc21	-4%	23%	5	?	?	0%[0.501 µM]	-13%	-15%	84%[activator]
O=C1CC(c2ccccc2)C(c2ccccc2)=NN1 (configuration not stated)	3%	-6%	1	3%	.	.	9%	17%	33%[57 µM]
O=C(Nc1nc2ccc(S(=O)(=O)N3CCCC3)cc2s1)c1ccc(F)cc1	0%	-2%	-5	1%	3%	-6%[59 µM]	-14%	1%	46%[activator]
O=C(NCCN1CCOCC1)c1c(O)nc2sccn2c1=O	-8%	32µM*	1	?	-28%	?	-5%	0%	4%
O=C1OC(COc2ccc(Br)cc2)CN1c1ccccc1 (configuration not stated)	0%	3%	-1	12%	0%	.	-4%	-9%	17%
COc1cccc2c1Oc1ncccc1N(C(=O)CCC(=O)NCc1ccccc1)C2	17%	-3%	-2	10%	-1%	16%[59 µM]	-12%	-4%	29%
COc1cc2c(=O)c(S(=O)(=O)c3ccc(C(C)C)cc3)cn(Cc3ccccc3C)c2cc1OC	-4%	-27%	1	-25%	-17%	-34%[59 µM]	11%	-5%	14%
CCN(CC)C(=O)Cn1nc(C)c2ccccc2c1=O	1%	7%	7	0%	7%	-4%[12.7 µM]	-26%	4%	40%[activator]
COc1ccc(-c2csc(NC(=O)Cc3ccccc3)n2)cc1OC	-2%	-15%	1	0%	1%	6%[59 µM]	2%	-4%	17%
COc1ccccc1CNCc1cc(Br)ccc1OC	0%	?	4	-17%	56µM*	8.9µM*	-21%	-2%	-33%
COc1ccc(S(=O)(=O)N(CCCN2CCOCC2)Cc2cccc3ccccc23)cc1	5%	?	3	.	?	-10%[59 µM]	2%	-4%	-24%
COc1ccccc1-c1nc(-c2ccc(Br)o2)no1	-12%&0%	13%&-4%	-6&-8	-9%&-21%	-12%&-8%	50µM*!	6%&0%	2%&-7%	64%&66%[activator]
Cc1ccc(C(=O)N2CCN(c3ccc([N+](=O)[O-])c(NCc4cccnc4)c3)CC2)cc1	-5%	?	7	-27%	?	?	-12%	-9%	5%
CCN1CCN(S(=O)(=O)c2ccc(Cl)c(C(=O)N(C)Cc3ccc(Cl)cc3Cl)c2)CC1	-2%	-25%	3	-25%	?	9%[12.7 µM]	21%	1%	13%
COc1cc(Br)c(CCNC(=O)c2ccco2)cc1OC	-9%	-3%	4	-20%	-9%	-26%	-7%	-11%	69%[activator]
COc1ccc(Nc2cc(C(=O)NCc3ccccc3)c3ccccc3n2)cc1	4%	-8%	0	-29%	.	-24%[59 µM]	19%	1%	31%
O=C(CCc1nnc(CCCCc2ccccc2)o1)NC(c1cccnc1)C(F)(F)F (configuration not stated)	2%	-13%	-20	-17%	7%	11%	-19%	13%	11%
CCCCCn1c(SCC(=O)OCC)nc2cc(C(=O)N3CCC(C(N)=O)CC3)ccc2c1=O	-6%	-1%	2	-15%	-22%	8%	-26%	4%	28%
Cc1cc(OC(C)C(=O)NC(Cc2c[nH]c3ccc(O)cc23)C(=O)O)c2c(C)cc(=O)oc2c1 (configuration not stated)	?	-23%	-2	-5%	-32%	?	-3%	7%	21%

# Additional records follow:
structure	GLS inhibitor	JMJD2A Tudor inh	PI4K2A inh	ALOX12 inh	BAZ2B inh	G9a block	RGS4 inhibitor	ERG Ets-DNA blk	HP1b chromo inh
O=C1OC(c2ccccc2)Sc2ccccc21 (configuration not stated)	7%	66%[activator]	6	3%	.	.	-14%	5%	57%[activator][57 µM]
CSc1cccc(CN2CCCC(CNC(=O)c3ccc(F)cc3)C2)c1 (configuration not stated)	-3%	-23%	0	15%	1%	-3%	-5%	-2%	18%
O=C(c1nn(-c2ccccc2)c(=O)c2ccccc12)N1CCN(c2ncccn2)CC1	6%	-9%[11.4 µM]	1	-6%	-21%	1%	-23%	6%	17%
COc1cccc(OCc2nnc(SCC(=O)NCc3ccco3)n2C)c1	4%	-18%	0	3%	7%[57.1 µM]	7%	-6%	-8%	27%
COc1ccccc1-c1nnc(SCC(=O)Nc2oc(C)c3c(C)n[nH]c(=O)c23)n1C	104%[activator]	-3%	-5	-24%	-2%	5µM*	-31%	9%	41%[activator]
O=C(O)CN1c2cccc3cccc(c23)S1(=O)=O	5%	?	-3	0%	?	45µM*	-19%	-3%	-4%
CCOC(=O)c1ccc(NC(=O)C(=O)NCC2CCCO2)cc1 (configuration not stated)	-3%	-5%	-7	0%	2%[57.1 µM]	32%	18%	3%	24%
Cc1c(/C=C/C(=O)c2cccs2)cnn1C	?	28µM*	0	32%[activator]	6%	8%[59 µM]	-108%[56.9 µM]	-1%	?
Cc1nc(-c2nnc(SCC(=O)Nc3cc(C(F)(F)F)cc(C(F)(F)F)c3)n2C)cs1	-8%	-11%	3	70%[activator]	-1%	.	-7%	-3%	65%[activator]
CCN(CC)CCN(C(=O)c1c(F)cccc1F)c1nc2cc(C)cc(C)c2s1	-8%	?	4	-19%	.	56µM*	-10%	2%	26%
CCCNC(=O)Cn1cnc2sc(C(=O)NCCCN3CCOCC3)c(C)c2c1=O	0%	-2%	2	0%	-13%	.	-6%[11.4 µM]	-3%	61%[activator]
CC(C)c1cc(NCc2ccccn2)n2c(nc3ccccc32)c1C#N	-4%	-25%	3	-13%	3%	5%[12.7 µM]	3%	-7%	33%
COCCNC(=O)CN1CCN(Cc2cccc(Cl)c2)C1=O	-9%	-5%	5	-2%	-4%	-13%[59 µM]	-3%	8%	48%[activator]
O=C(O)COc1ccc(/C=C/C(=O)c2ccc3ccccc3c2)cc1	-13%	-29%	-3	.	-10%	-7%	-53%	3%	-6%
COc1ccc(-n2c(SC(CN3CCCCC3)CN3CCCC3=O)nc3ccccc3c2=O)cc1 (configuration not stated)	20%	-13%	2	?	-4%	5%[2.33 µM]	4%	2%	22%
COc1ccc(NC(=O)CN2CCN(C3c4ccccc4-c4ccccc43)CC2)c(OC)c1	6%	?	8	269%[activator]	?	45µM*	40%	-9%	-18%
N#Cc1nc(-c2ccccc2F)oc1N1CCN(C(=O)c2ccco2)CC1	7%	-7%	-2	1%&-5%	?	.	0%	1%	14%
CCc1nnc2c(NCc3ccccc3)nc3ccccc3n12	-2%	-9%	1	-4%	1%	-1%[59 µM]	12%	2%	5%
Cc1nn(-c2ccccc2)c(Cl)c1/C=N/NC(=O)c1ccc(CNc2ccccc2)o1	-2%	-14%	1	-9%	-33%	-14%[59 µM]	-16%	-5%	28%
COc1ccc(OCC(=O)N2CCC(c3nc4ccccc4s3)CC2)cc1	3%	-19%	-6	?	-21%	-7%[59 µM]	-3%	-4%	12%

# Quoted from the listing for reference:
structure	GLS inhibitor	JMJD2A Tudor inh	PI4K2A inh	ALOX12 inh	BAZ2B inh	G9a block	RGS4 inhibitor	ERG Ets-DNA blk	HP1b chromo inh
Cc1nn(-c2ccccc2)c(Cl)c1/C=N/NC(=O)c1ccc(CNc2ccccc2)o1	-2%	-14%	1	-9%	-33%	-14%[59 µM]	-16%	-5%	28%
COc1ccc(OCC(=O)N2CCC(c3nc4ccccc4s3)CC2)cc1	3%	-19%	-6	?	-21%	-7%[59 µM]	-3%	-4%	12%

# Following part.
structure	GLS inhibitor	JMJD2A Tudor inh	PI4K2A inh	ALOX12 inh	BAZ2B inh	G9a block	RGS4 inhibitor	ERG Ets-DNA blk	HP1b chromo inh
O=c1[nH]c(C2CCN(S(=O)(=O)c3ccc4c(c3)OCCO4)CC2)nc2c1nnn2Cc1cccc(F)c1	?	-21%	5	-5%	-5%	13%	-14%	25%	16%
CCN(CCCNC(=O)CN(C)S(=O)(=O)c1ccc2c(c1)CCC(=O)N2)c1cccc(C)c1	23%	-20%	-1	-3%	-9%	?	-21%	-4%	-2%
O=C(CCNS(=O)(=O)c1cccc2nsnc12)NC1CCN(Cc2ccccc2)CC1	12%	-15%[57.1 µM]	0	0%	11%	4%[59 µM]	18%	4%	23%
O=C(Nc1cccc(-c2nc3ncccc3o2)c1)c1ccccc1	-3%	-2%	-3	-13%	-16%	5%[59 µM]	-26%	2%	22%
CC(/C=N/n1c(-c2ccccc2)n[nH]c1=S)=C\c1ccco1	-24%	50µM*	1	?	50µM*	2.2µM*	-53%	.	-20%
Cc1cc(C(=O)N2CCc3ccccc3C2)on1	0%	-6%	-4	10%[57.4 µM]	0%	1%	20%	0%	18%

# Only part of the results is shown, so the mix of outcomes need not match the whole.
